TEAD-YAP inh: TEAD-YAP interaction inhibition. HEK-TIYL cells, TEAD-Gal4/YAP UAS-luciferase luminescence. inhibition, % at 9.12 µM. 640,000 compounds, 1.4% hits. AID 1259422; in the data active means inhibition above about 32%;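 further: 0% = median of test compound wells and 100% = reference inhibitor wells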
GPR151 activ: human GPR151 activation; PathHunter beta-arrestin GPR151 cells, luminescence; 650,000 compounds, 1% hits; activation, % at 11.2 µM; AID 1508602; in the data active means activation above about 4.9%;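 further: 0% = median of compound wells and 100% = cells with positive control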
Target sequence (Q8TDV0 whole entry, looked up): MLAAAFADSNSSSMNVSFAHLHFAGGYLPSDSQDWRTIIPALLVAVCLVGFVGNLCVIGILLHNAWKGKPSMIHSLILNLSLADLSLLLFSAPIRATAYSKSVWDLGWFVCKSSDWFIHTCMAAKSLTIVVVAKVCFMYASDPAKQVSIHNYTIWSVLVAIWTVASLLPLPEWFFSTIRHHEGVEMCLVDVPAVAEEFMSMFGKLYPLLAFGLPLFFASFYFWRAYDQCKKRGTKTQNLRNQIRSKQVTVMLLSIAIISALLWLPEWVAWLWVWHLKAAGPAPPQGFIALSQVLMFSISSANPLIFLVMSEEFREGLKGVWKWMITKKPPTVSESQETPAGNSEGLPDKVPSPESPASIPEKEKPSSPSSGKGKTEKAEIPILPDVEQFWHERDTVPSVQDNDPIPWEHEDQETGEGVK
FBW7 activator: human FBW7 E3 ligase activation, primary screen; Q969H0; AlphaScreen FBW7–phospho-cyclin E peptide binding, activator screen; normalized activity (activation), % at 26.1 µM; 650,000 compounds, 0.13% hits; in the data active means normalized activity above about 1.9%;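 further: purified mutant Fbw7 with reduced substrate affinity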
MITF inh: inhibitors of human MITF; O75030; AlphaScreen MITF homodimerization, bead proximity signal; inhibition, % at 2.6 µM; 650,000 compounds, 0.91% hits; AID 1259374; in the data active means inhibition above about 50%;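 further: 0% = vehicle wells with protein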
Target sequence (O75030 whole entry, looked up): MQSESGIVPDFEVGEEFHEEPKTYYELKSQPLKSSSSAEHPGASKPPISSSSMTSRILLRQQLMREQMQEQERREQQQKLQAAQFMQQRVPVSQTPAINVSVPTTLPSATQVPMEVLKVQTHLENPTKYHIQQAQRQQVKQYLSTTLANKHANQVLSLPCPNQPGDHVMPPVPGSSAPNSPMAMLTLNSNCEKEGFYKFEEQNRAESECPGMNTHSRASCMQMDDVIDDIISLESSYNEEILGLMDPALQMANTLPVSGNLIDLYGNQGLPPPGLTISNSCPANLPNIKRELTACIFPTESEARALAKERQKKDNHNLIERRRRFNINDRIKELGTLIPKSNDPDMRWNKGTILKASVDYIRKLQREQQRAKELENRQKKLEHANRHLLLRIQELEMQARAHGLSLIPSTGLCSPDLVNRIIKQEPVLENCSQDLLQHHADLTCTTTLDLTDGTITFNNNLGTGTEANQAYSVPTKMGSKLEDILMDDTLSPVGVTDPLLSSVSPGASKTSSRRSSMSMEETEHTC
The depositor's hits bear a star; & = joins results of further samples.

Compound | GPR151 activ | FBW7 activator | MITF inh | TEAD-YAP inh
CC(=O)NCC(=O)Nc1ccc2nc(N3CCOCC3)cc(C)c2c1 | -0.2 | 0.0 | 15 | -40
O=C1c2cccc([N+](=O)[O-])c2C(=O)N1CNc1cccc(Cl)c1Cl | -0.1 | 0.0 | 13 | 0
C/C(=N\NC(=S)Nc1cccnc1)c1ccc(C)c(C)c1 | -0.8 | -0.1 | 9 | -1
CCN(CC)C(=O)CN1CCC(O)(c2ccccn2)CC1 | -1.8 | 0.0 | 9 | 15
CS(=O)(=O)N(Cc1ccccc1)c1ccccc1C(=O)NCc1ccc2c(c1)OCO2 | 3.2 | 0.1 | 5 | 3
CC1CCCN(C2=C(Cl)C(=O)N(c3ccccc3)C2=O)C1 (stereo not drawn) | 3.1 | 0.1 | -12 | 2
Cc1cc(NC(=O)c2ccc([N+](=O)[O-])s2)no1 | -0.1 | 0.0 | -4 | -5
c1ccc(Oc2ccc(Nc3nccn4c(-c5ccoc5)cnc34)cc2)cc1 | 1.5 | -0.2 | -4 | -4
CCOC(=O)c1sc2ncnc(NCC(OCC)OCC)c2c1C | -0.6 | -0.1 | 6 | 2
O=C1/C(=C/c2ccccc2I)N=C2CCCCCN12 | -1.2&0.4 | 0.1&0.6 | -7&-5 | -9&-2
Cc1nnc(SCC(=O)Nc2nnc(C)s2)o1 | 0.8 | -0.3 | 7 | 10
COCc1cc(CN2CCN3C(=O)[C@H](CSCc4ccccc4)NC(=O)[C@H]3C2)ccc1OC | 4.7 | -0.2 | -12 | -1
Cc1ccccc1C1(CC(=O)N(C)C2CCCCC2)CC(=O)N(Cc2ccncc2)C1=O (stereo not drawn) | -0.6 | -0.2 | 2 | -1
Cc1cc(C)c2c(NCc3cccc(F)c3)n[nH]c2n1 | 1.3 | 0.0 | -2 | -8
O=C(NNC(=O)C12CC3CC(CC(C3)C1)C2)[C@@H]1C[C@H]1c1ccccc1 | -0.4 | -0.1 | -1 | -11
O=Cc1ccc(-c2ccc(NCC(F)(F)F)nc2)cc1 | 0.0 | -0.1 | 2 | -41
O=C(CSc1n[nH]c(=O)n1-c1ccccc1)Nc1ccccc1C(F)(F)F | -1.6 | -0.2 | -5 | 8
COc1ccccc1OCc1ccc(C(=O)O)cc1 | -6.8 | -0.1 | -3 | -1
CC(C)N=C(NS(=O)(=O)c1ccc(Cl)cc1)c1ccccc1 | -1.0&-0.1 | -0.2&0.3 | 8&19 | 8&-8
c1cc(-n2cnc(N3CCOCC3)n2)ccc1Nc1cc2cc(-c3cn[nH]c3)ccc2cn1 | 0.8 | -0.3 | 10 | 92*
Cc1csc(NC(=O)CSc2nnc(-c3cccnc3)n2-c2cccc(C)c2C)n1 | 0.2 | -0.2 | -4 | 13
CC(C)CN1CCc2nnc(CCNC(=O)c3cccnc3)n2CC1 | 0.1 | 0.1 | 9 | 4
CC(C)c1ccc(NC(=O)c2cc(S(=O)(=O)N(C)Cc3ccccc3)ccc2F)cc1 | 0.4 | 0.0 | 8 | 0
O=c1oc(-c2ccc(I)cc2)nc2cc(Cl)ccc12 | -0.3 | 0.0 | 1 | 6

Filtered by structure: the entries above containing a thiophene ring, fused or not.
Compound | GPR151 activ | FBW7 activator | MITF inh | TEAD-YAP inh
Cc1cc(NC(=O)c2ccc([N+](=O)[O-])s2)no1 | -0.1 | 0.0 | -4 | -5
CCOC(=O)c1sc2ncnc(NCC(OCC)OCC)c2c1C | -0.6 | -0.1 | 6 | 2

Next section:
Compound | GPR151 activ | FBW7 activator | MITF inh | TEAD-YAP inh
COc1ccc(-c2ccc(C#N)c(SCC#N)n2)cc1OC | 0.1 | 0.0 | 3 | -17
O=c1[nH]c(=O)c2nn3c(nc4ccccc43)nc2[nH]1 | -0.5 | 0.4 | 4 | -5
Cc1cccc(CCN2CCC(C(=O)c3ccc(NS(C)(=O)=O)cc3)CC2)n1 | 4.8&-0.4 | 0.0&-0.1 | -2&2 | 1
O=C(NCCO)/C(=C/c1cccc([N+](=O)[O-])c1)NC(=O)c1ccco1 | -0.8 | -0.2 | -7 | -4
Cc1ccc(CN2CCN(Cc3cccn3-c3ccc(Cl)cn3)CC2CCO)o1 (stereo not drawn) | -0.5 | 0.0 | 14 | 3
O=C(NC1CCCCC1)c1ccc2c(=O)n(C3CCCCC3)c(SCc3nc4ccccc4[nH]3)nc2c1 | 1.1 | 0.1 | 6 | 7
c1ccc(Cc2nc(NCc3cccnc3)c3c4c(sc3n2)CCCC4)cc1 | 2.5 | 0.2 | 22 | -11
Cc1cnc(CNc2nc3ccccc3n3c(C)ncc23)cn1 | -0.1 | 0.4 | 13 | 1
CN(Cc1ccccc1)Cc1cc(-c2ncccn2)ccc1O | 1.0 | -0.1 | -4 | 1
COCCn1c(CCC(=O)NCc2ccco2)nc2cccnc21 | 0.3 | 0.2 | 4 | 4
CCOc1ccc(C(=O)N2CCC(C(=O)OC)CC2)cc1 | 1.2 | 0.0 | 1 | -9
O=C(NCc1cccnc1)c1cc(-c2ccc(Br)cc2)on1 | 1.5 | 0.0 | 2 | -8

Gathered by group, the compounds so far containing fluorine
Compound | GPR151 activ | FBW7 activator | MITF inh | TEAD-YAP inh
Cc1cc(C)c2c(NCc3cccc(F)c3)n[nH]c2n1 | 1.3 | 0.0 | -2 | -8
O=Cc1ccc(-c2ccc(NCC(F)(F)F)nc2)cc1 | 0.0 | -0.1 | 2 | -41
O=C(CSc1n[nH]c(=O)n1-c1ccccc1)Nc1ccccc1C(F)(F)F | -1.6 | -0.2 | -5 | 8
CC(C)c1ccc(NC(=O)c2cc(S(=O)(=O)N(C)Cc3ccccc3)ccc2F)cc1 | 0.4 | 0.0 | 8 | 0

One compound at a time (already shown):
Cc1csc(NC(=O)CSc2nnc(-c3cccnc3)n2-c2cccc(C)c2C)n1 reads GPR151 activ: 0.2; FBW7 activator: -0.2; MITF inh: -4; TEAD-YAP inh: 13
O=C(NCc1cccnc1)c1cc(-c2ccc(Br)cc2)on1 reads GPR151 activ: 1.5; FBW7 activator: 0.0; MITF inh: 2; TEAD-YAP inh: -8
CCOC(=O)c1sc2ncnc(NCC(OCC)OCC)c2c1C reads GPR151 activ: -0.6; FBW7 activator: -0.1; MITF inh: 6; TEAD-YAP inh: 2

(cont.)
Compound | GPR151 activ | FBW7 activator | MITF inh | TEAD-YAP inh
COC(=O)C1=[N+]([O-])OC(C(=O)OC)C1c1c[nH]c2ccccc12 (stereo not drawn) | 0.6 | 0.3 | 19 | 7
O=C(CNS(=O)(=O)c1cccs1)N1CCN(c2ccccn2)CC1 | 0.8 | 0.0 | 9 | 4
CCOC(=O)CN1C(=O)/C(=C/c2ccc(Cl)cc2)Oc2ccccc21 | 0.1 | 0.1 | 6 | 3
CCNS(=O)(=O)c1ccc(NC(=S)Nc2ccc(OCC)cc2)cc1 | -1.3 | 0.1 | -7 | -5
Cn1nnnc1SCc1ccccc1 | 0.0 | -0.1 | 0 | -10
CC1=C(C(=O)OC(C)C)C(c2ccc(C)c([N+](=O)[O-])c2)C2=C(CC(c3cccs3)CC2=O)N1 (stereo not drawn) | 3.6 | 0.0 | 4 | 4
Cc1cc(NC(=O)c2ccccc2Br)ccc1O | -1.8 | 0.1 | -4 | 77*
CC1(C)CC(=O)C2=C(C1)Nc1ccccc1NC2c1ccsc1 (stereo not drawn) | -0.9 | 0.0 | 5 | 5
Cc1c(Cl)cccc1NC(=O)C(=O)NNC(=O)C(C)Oc1ccc(Cl)cc1Cl (stereo not drawn) | 0.3 | -0.1 | -6 | 2
Cc1ccccc1C(=O)Nc1nnc(S(=O)(=O)N(C)Cc2ccccc2)s1 | -2.2 | 0.1 | -11 | -1
O=c1[nH]c(O)c(C=Nc2ccccc2Br)c(=O)[nH]1 | 0.3 | -0.6 | 8 | 8
Cc1nc(CC2(C)C(=O)Nc3c(Cl)cccc32)cs1 (stereo not drawn) | -0.6 | 0.1 | 14 | -7
CC(=O)c1c(C)[nH]c(C(=O)OCC(=O)Nc2cc(C)on2)c1C | -0.1 | -0.1 | -14 | -1
O=C1N(c2ccc(F)cc2)C2CS(=O)(=O)CC2N1c1ccc(Br)cc1 (stereo not drawn) | -1.0 | 0.3 | 16 | 3
CC(=C(C#N)C#N)c1ccc(Br)cc1 | 1.3 | 0.1 | 17 | -7
CSc1ccccc1C(=O)N1CCOc2ccc(CN3CCCCC3CO)cc2C1 (stereo not drawn) | -1.1 | 0.0 | 8 | 3
COc1ccccc1N(CC1CO1)S(=O)(=O)c1ccc(C)cc1 (stereo not drawn) | -0.5 | -0.2 | 9 | -3
COc1ccc(CNC(=O)CCNS(=O)(=O)c2cc(Br)cnc2N)cc1 | 0.7 | -0.1 | 8 | 5
CC(=O)NCCC(=O)Nc1nnc(SCc2ccc(Cl)cc2)s1 | 0.4 | -0.1 | -5 | -4
CCc1cccc(C)c1NC(=O)COc1ccccc1OC | -0.4 | 0.0 | 6 | -3
CCC1=NN(C(=O)Cc2ccccc2)C(O)(c2cccc(OC)c2)C1 (stereo not drawn) | 1.2 | 0.1 | -13 | -17
CCOC(=O)C1=C(N)OC2=C(C(=O)CC(C)(C)C2)C1c1cccnc1 (stereo not drawn) | 1.1 | -0.3 | 0 | 0
COc1ccc(NC(=O)C2COc3ccccc3O2)c(OC)c1 (stereo not drawn) | 0.2 | 0.0 | 6 | -72
Cc1cccn2cc(-c3ccc(NC(=O)CC(C)C)cc3)nc12 | -4.2 | 0.1 | 10 | -43
CN1CCC(N(C)Cc2ccc3c(c2)OCO3)CC1 | 0.6 | -0.1 | 44 | 1
O=C(c1ccccc1)N1CCN(c2ccc(Cl)cc2)CC1 | 0.2 | -0.1 | 6 | -6
CCOC(=O)c1c(NC(=O)Cc2ccc(Cl)cc2)sc(C(=O)Nc2ccc(C)c(Cl)c2)c1C | 1.7 | -0.1 | 18 | -5
CC(=O)OCC(=O)c1c(N)n(C)c(=O)n(C)c1=O | 0.4 | 0.1 | -7 | 4
Cc1ccccc1CSCC(=O)NCc1ccccc1 | -0.6 | -0.1 | -8 | -48
O=C(CN1CCN(Cc2ccc(Cl)cc2)C1=O)NCc1ccccc1 | -0.3 | -0.2 | -4 | -1
Cc1cccc(NC(=O)/C(C#N)=C\c2ccco2)c1 | 1.3 | -0.1 | 8 | -62
Cn1c(=O)c(-c2ccccc2N)nc2ccccc21 | 1.2 | 0.1 | 6 | -1
CC(=O)N(C)c1ccc(NC(=O)Nc2ccc(Cl)cc2)cc1 | -1.5 | 0.0 | 10 | -13
CCNc1ccc(S(N)(=O)=O)cc1[N+](=O)[O-] | 0.5 | -0.2 | 0 | 2
COc1cc(/C=C2\N=C(c3ccccc3F)OC2=O)cc(Br)c1OC(C)=O | 0.0 | 0.1 | -15 | 6
COc1ccc(-c2nn(-c3ccccc3C)cc2CN(CCO)CCO)cc1F | -1.4 | 0.0 | -3 | -21
O=C(c1cccnc1)N1CCN(Cc2ccncc2)CC1 | -2.1 | 0.4 | 86* | 14
O=C(c1cc(S(=O)(=O)N2CCCC2)c(Cl)cc1Cl)N1CCCC1 | 0.5 | 0.3 | -1 | 8
COCC1CCN(c2nc3nonc3nc2NC2CCCC2)CC1 | 3.7 | 0.3 | 10 | -16
CCOc1ccc2c(c1)O/C(=C\c1ccc(OCC(=O)OC)cc1)C2=O | -0.7 | 0.1 | -20 | 0
S=C1NC2=C(CCc3ccccc32)C(c2ccccc2)N1 (stereo not drawn) | -1.1 | 0.0 | 3 | 6
O=C(NCc1ccccc1)N1CCN(Cc2nc3ccccc3[nH]2)CC1 | 3.0 | 0.2 | 17 | 9
O=C1C2C3C=CC(C4CC34)C2C(=O)N1/N=C/c1cccs1 (stereo not drawn) | 0.0 | 0.2 | -4 | -5
CCOc1ccccc1-n1c(SCC(=O)NCc2ccccc2)nnc1-c1ccncc1 | 0.1 | 0.1 | -1 | 3
CCC(C)C(NC(=O)OC(C)(C)C)C(=O)NC(C)C(N)=O (stereo not drawn) | 1.0 | 0.3 | 5 | 12
O=C1CC(O)(C(F)(F)C(F)(F)F)Oc2ccc(Cl)cc21 (stereo not drawn) | -0.4 | 0.2 | 11 | 2
Cn1c(=O)c2c(C(F)(F)F)cc(C(F)(F)F)nc2n(C)c1=O | 0.9 | 0.0 | 9 | 9

A draw from above in order of number of heavy atoms, high to low:
Compound | GPR151 activ | FBW7 activator | MITF inh | TEAD-YAP inh
Cc1ccccc1C1(CC(=O)N(C)C2CCCCC2)CC(=O)N(Cc2ccncc2)C1=O (stereo not drawn) | -0.6 | -0.2 | 2 | -1
COc1ccc(CNC(=O)CCNS(=O)(=O)c2cc(Br)cnc2N)cc1 | 0.7 | -0.1 | 8 | 5
O=Cc1ccc(-c2ccc(NCC(F)(F)F)nc2)cc1 | 0.0 | -0.1 | 2 | -41
COc1ccccc1OCc1ccc(C(=O)O)cc1 | -6.8 | -0.1 | -3 | -1

Screens as filed in PubChem BioAssay.
